Screening data as filed in PubChem BioAssay.
CHRM5 agonist: agonists of human muscarinic M5 receptor (CHRM5); P08912; CHO-K1 hM5 cells, Fluo-8 calcium fluorescence; 0% DMSO wells, 100% maximal acetylcholine response; activation, % at 3 µM; hit rate 0.19% among 360,000;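 active = activation above the run's mean over test compounds plus 3 SD, cut at about 23% in these data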;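 note: signal is peak over basal fluorescence ratio across the kinetic read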
CHRM5 PAM: potentiates acetylcholine response at human M5 receptor; P08912; CHO-K1 hM5, Fluo-8 calcium, ACh EC20 PAM; 0% = ACh EC20, 100% = ACh EC100; activation, % at 3 µM; hit rate 0.3% among 360,000; AID 624038;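 active = activation above the run cutoff, the mean activation of all test compounds plus 3 SD, cut at about 18% in these data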
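System – CHO-K1 hM5 cells · Compound – 3 µM, single dose · Incubation – compound preincubation 140 s before EC20 acetylcholine addition · Technique – Fluo-8 calcium fluorescence · Measure – Max/basal fluorescence ratio as % of EC20–EC100 ACh window · Benchmarks – low control EC20 acetylcholine (0%), high control EC100 acetylcholine (100%) · Replication – singlicate, one well per test compound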
CHRM5 antagonist: antagonists of human muscarinic M5 receptor (CHRM5) | AID 624040 | inhibition, % at 3 µM | CHO-hM5 cells, Fluo-8 calcium fluorescence, ACh EC80 | hit rate 0.59% among 360,000 | P08912;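 active = inhibition above a per-plate cutoff, the mean of that plate's test compounds plus 3 SD, cut at about 27% in these data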;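 note: 0% = acetylcholine EC80 with DMSO and 100% = DMSO without agonist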
CHRM4 agonist: CHRM4 agonism in calcium assay | activation, % at 3 µM | hit rate 0.14% among 360,000 | CHO-K1 hM4/Gqi5, Fluo-8 calcium fluorescence; vehicle 0%, full acetylcholine response 100%;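 active = activation above the run mean over all test wells plus 3 SD, cut at about 32% in these data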;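 note: peak over basal fluorescence ratio per well then scaled between controls; 0% = DMSO wells and 100% = acetylcholine at EC100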
Target sequence (P08173 whole entry, looked up): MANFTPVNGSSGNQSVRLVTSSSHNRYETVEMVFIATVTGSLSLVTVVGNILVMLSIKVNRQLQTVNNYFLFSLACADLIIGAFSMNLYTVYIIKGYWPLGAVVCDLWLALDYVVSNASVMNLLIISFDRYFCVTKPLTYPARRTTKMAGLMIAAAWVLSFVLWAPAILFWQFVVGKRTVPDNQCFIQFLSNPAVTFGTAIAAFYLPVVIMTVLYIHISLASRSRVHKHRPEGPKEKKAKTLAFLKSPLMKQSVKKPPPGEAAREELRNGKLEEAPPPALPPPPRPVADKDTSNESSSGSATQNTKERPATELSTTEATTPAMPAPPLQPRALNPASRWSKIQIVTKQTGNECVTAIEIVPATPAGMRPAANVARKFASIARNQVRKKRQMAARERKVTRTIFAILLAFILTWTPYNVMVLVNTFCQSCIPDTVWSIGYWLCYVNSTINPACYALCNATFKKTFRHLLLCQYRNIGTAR
CHRM1 antagonist: human CHRM1 antagonism; P11229; CHO-K1 hM1, Fluo-8 calcium fluorescence, ACh EC80 antagonist; inhibition, % at 3 µM; hit rate 1.3% among 360,000; AID 588852;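 active = percent inhibition above its own plate's cutoff, namely the mean of that plate's compound wells plus 3 SD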;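 note: peak over basal fluorescence ratio during 140 s after agonist addition; 0% = ACh EC80 plus DMSO and 100% = DMSO alone without agonist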
Target sequence (P11229 whole entry, looked up): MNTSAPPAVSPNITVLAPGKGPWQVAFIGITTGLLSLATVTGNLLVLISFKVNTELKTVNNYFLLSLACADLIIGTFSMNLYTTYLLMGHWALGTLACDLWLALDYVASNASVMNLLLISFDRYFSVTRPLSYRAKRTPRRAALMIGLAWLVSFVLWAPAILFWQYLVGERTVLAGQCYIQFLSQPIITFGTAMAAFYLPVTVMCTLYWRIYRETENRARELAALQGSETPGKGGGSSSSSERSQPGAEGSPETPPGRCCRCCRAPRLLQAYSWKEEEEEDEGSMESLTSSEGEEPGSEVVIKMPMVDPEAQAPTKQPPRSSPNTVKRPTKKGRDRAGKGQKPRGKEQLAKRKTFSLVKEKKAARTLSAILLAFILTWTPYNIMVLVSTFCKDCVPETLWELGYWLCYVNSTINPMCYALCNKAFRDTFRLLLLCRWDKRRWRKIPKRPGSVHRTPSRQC
CHRM4 antagonist: antagonists of human muscarinic M4 receptor (CHRM4). hit rate 0.73% among 360,000. P08173. CHO-hM4 cells, ACh EC80, Fluo-8 calcium fluorescence. inhibition, % at 3 µM;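 active = inhibition above its plate's cutoff, the mean inhibition of sample wells plus 3 SD, cut at about 27% in these data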;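 note: 0% = acetylcholine EC80 with DMSO and 100% = DMSO without agonist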
CHRM1 agonist: human M1 muscarinic receptor agonism. P11229. CHO-K1 hM1, Fluo-8 calcium fluorescence, agonist mode; 0% DMSO, 100% acetylcholine EC100. activation, % at 3 µM. hit rate 0.33% among 360,000. AID 588814;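 active = activation above the run's mean compound activation plus 3 SD, cut at about 16% in these data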;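 note: peak over basal fluorescence ratio within a 140 s kinetic read after compound addition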
M1 PAM: positive allosteric modulators of human M1 muscarinic receptor. AID 588819. CHO-K1 hM1, Fluo-8 calcium fluorescence, ACh EC20; 0% = ACh EC20, 100% = maximal ACh. P11229. activation, % at 3 µM. hit rate 0.088% among 360,000; in the data active = activation above about 19%, passing the limit was not always enough
TAAR1 ag: human TAAR1 agonism | activation, % at 3 µM | hit rate 0.99% among 360,000 | AID 624467 | CHO RD-HGA16 TAAR1, Fluo-8 calcium fluorescence; vehicle wells 0%, saturating PEA agonist 100%;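 active = activation above the mean activation of all test compounds in the run plus 3 SD, cut at about 38% in these data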
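System: CHO-derived RD-HGA16 cells with stable Gα16 and human TAAR1 / Times: 17-24 h plating, Fluo-8 75 min 37 °C, 30 min RT / Technique: calcium-sensitive Fluo-8 signal, excitation 470-495, emission 515-575 nm / Measure: % activation relative to PEA EC100 response / Benchmarks: DMSO and PEA EC100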
Starred values were filed as active, the others as inactive; / = no result given.

Sample of the layout (3 entries):
SMILES	CHRM5 agonist	CHRM5 PAM	CHRM5 antagonist	CHRM4 agonist	CHRM1 antagonist	CHRM4 antagonist	CHRM1 agonist	M1 PAM	TAAR1 ag
Cc1cc(NC(=O)COC(=O)c2cnccn2)ccc1Br	2	11	-4	3	1	4	-4	8	4
Cc1cc2nc(-c3ccc(SCC(=O)Nc4ccc(S(=O)(=O)N5CCCC5)cc4)nc3)[nH]c2cc1C	-1	-4	-3	2	5	-2	-6	0	0
CCCn1c(=O)c2c(C(F)(F)F)cc(-c3ccco3)nc2n(CCC)c1=O	4	10	-4	-1	-6	-1	3	12	1

The listing, repeating the preview:
SMILES	CHRM5 agonist	CHRM5 PAM	CHRM5 antagonist	CHRM4 agonist	CHRM1 antagonist	CHRM4 antagonist	CHRM1 agonist	M1 PAM	TAAR1 ag
Cc1cc(NC(=O)COC(=O)c2cnccn2)ccc1Br	2	11	-4	3	1	4	-4	8	4
Cc1cc2nc(-c3ccc(SCC(=O)Nc4ccc(S(=O)(=O)N5CCCC5)cc4)nc3)[nH]c2cc1C	-1	-4	-3	2	5	-2	-6	0	0
CCCn1c(=O)c2c(C(F)(F)F)cc(-c3ccco3)nc2n(CCC)c1=O	4	10	-4	-1	-6	-1	3	12	1
CCn1cnc2cc(NCc3nc4ccccc4n3C)ccc21	-1	-2	0	1	-6	-8	-6	8	1
Cc1ccc(S(=O)(=O)N2CCOCC2)cc1C(=O)OCC(=O)NC1CCCCC1	4	-6	7	5	6	-12	0	2	1
CC(C)C[C@H]1CN=C(Nc2ccccc2)N1CCC(C)c1ccccc1 (stereo partly drawn)	-8	-1	1	5	8	6	-10	-13	21
COc1cccc(OCCc2c(C)n[nH]c2C)c1	-5	-4	-5	4	1	1	-2	0	12
COc1ccc(C2Nc3ccccc3C(=O)N2NC(=O)c2ccccc2)cc1OC (stereo not drawn)	1	7	7	2	-9	-5	-1	9	15
CCOc1ccc(S(=O)(=O)N2CCN(C(=O)C3CCC3)CC2)cc1	5	-6	-3	4	0	-8	0	-2	4
CCOCCCN1C(=O)CN(C2CCCCC2)C(=O)C1c1ccc(OC)c(OC)c1 (stereo not drawn)	0	-1	-4	1	-5	-7	-3	6	8
Cc1oc(-c2ccc(-c3ccccc3)cc2)nc1CN(CCO)C(C)C	-8	-1	12	2	-7	-2	-6	2	-1
CCCC(=O)Nc1nnc(-c2ccc3c(c2)OCO3)s1	3	10	-5	1	-1	-3	-2	3	5
O=C(O)c1cccc(N(CCO)CCO)c1	-1	4	-6	0	-13	7	-2	8	1
COC(=O)C1C(c2ccc(Cl)cc2)NC(c2ccc(Cl)cc2)C(C(=O)OC)S1(=O)=O (stereo not drawn)	0	2	-4	-1	0	7	-8	-4	14
COc1ccc2c(c1)CCc1c(C(=O)Nc3ccc(OC)c(OC)c3)noc1-2	3	-7	6	4	16	5	0	-9	10
Cc1cccc(C)c1NC(=O)CCCSc1nnc(N)s1	-1	1	7	1	-5	-6	-2	7	0
COc1ccc(Cc2nc(-c3ccc(NC(=O)c4cccnc4)cc3)no2)cc1	2	-7	-11	5	-6	-8	0	4	55*
Cc1cc2nc(SCC(=O)Nc3ccccc3C(=O)O)[nH]c2cc1C	4	6	7	0	-3	-3	1	7	6
CN1/C(=C\C(=O)COc2ccc3c(c2)OCO3)C(C)(C)c2ccccc21	-7	-17	10	8	-15	12	-2	-5	6
OCC(CO)(CO)N=Cc1cc(Br)ccc1O	1	1	0	0	6	6	-3	0	8
O=C(O)C1=NOC(CNc2ncc(C(F)(F)F)cc2Cl)C1 (stereo not drawn)	-2	-2	6	1	-4	-6	-8	5	5
COc1cc(/C=C2\SC(=O)N(CCN)C2=O)ccc1OS(=O)(=O)c1cc(C)ccc1C	0	0	5	3	-6	-3	-2	10	54*
O=C1C2C3C=CC(C2C(=O)N1CCO)C1C(=O)N(CCO)C(=O)C31 (stereo not drawn)	-1	1	9	0	-9	4	-3	4	-1
CN(C)CCCN1C(=O)C(=O)/C(=C(/O)c2ccncc2)C1c1ccccc1 (stereo not drawn)	-3	-13	9	0	-12	2	-4	5	-1
O=C(c1cn(-c2ccccc2)nc1-c1cccnc1)N1CCN(S(=O)(=O)c2cccc(F)c2)CC1	-4	2	-10	2	-8	-13	-4	13	11

Following part:
SMILES	CHRM5 agonist	CHRM5 PAM	CHRM5 antagonist	CHRM4 agonist	CHRM1 antagonist	CHRM4 antagonist	CHRM1 agonist	M1 PAM	TAAR1 ag
CCn1c(SCc2nc(-c3ccc(OC)c(OC)c3)no2)nnc1-c1cccs1	4	-4	4	3	4	-16	-7	-1	17
Cc1cccc(NC(=O)c2ccccc2OCC(=O)N2CCOCC2)c1C	4	-10	10	6	4	12	-2	-1	3
COc1cc(/C=N/Nc2ccc(Cl)c(C(=O)O)c2)ccc1OC(=O)c1ccc(F)cc1	-3	-1	9	1	18	12	-4	-9	4
CC(NS(=O)(=O)c1ccc(F)cc1)C(=O)Nc1ccc2c(c1)OCCO2 (stereo not drawn)	-4	1	1	1	-10	2	-2	8	2
Cc1ccc(-c2nn(-c3ccccc3)cc2CO)o1	3	0	-3	0	-6	9	-2	9	3
Cc1cccc(C)c1OCC(=O)NNC(=O)CCNC(=O)c1ccc(Br)cc1	-2	0	11	1	0	4	-2	0	0
CCCc1cc(=O)oc2cc(C)cc(OCC(=O)NCCN3CCOCC3)c12	0	2	-8	1	-4	12	-3	0	1
CCc1nnc(NC(=O)CSc2nc3c(c(=O)n2-c2ccccc2OC)SCC3)s1	3	-1	6	-1	-4	0	-2	4	/
Cc1ccc(C)c(NC(=S)N(CCN(C)C)C(C)c2ccccn2)c1 (stereo not drawn)	-4	-2	3	1	-23	-6	-4	-2	2
CCCCNC(=O)CNC(=S)N(Cc1ccc(C)cc1)Cc1ccco1	-3	9	8	0	10	-3	-3	-4	7
Cc1ccccc1Cn1c([N+](=O)[O-])cnc1C	2	1	4	1	16	8	0	-7	9
O=C(CCNC(=O)Cn1ccc2ccccc2c1=O)NCCCN1CCN(c2ccc(F)cc2)CC1	-6	8	1	1	-7	2	-6	4	8
CC1(c2cccc(Br)c2)NC(=O)N(CC(=O)Nc2ccc(N3CCCCC3)cc2)C1=O (stereo not drawn)	0	-8	6	2	28	8	-4	-14	0
CCOC(=O)C[n+]1c(C)csc1C	-6	2	3	0	-7	10	-6	8	4
Cc1nc(NCCc2ccccc2)c(C#N)c(C)c1[N+](=O)[O-]	-5	-9	-9	-2	4	-14	-11	-8	2
COc1ccc(/C=N/NS(=O)(=O)c2ccccc2)cc1OS(=O)(=O)c1ccccc1	0	0	1	3	-47	-6	3	7	10
O=C(CSc1ccc(Cl)cc1)Nc1ccccc1	0	-2	0	2	-12	-2	-2	9	3
O=C(CCC1CCCC1)Nc1cc(Cl)ccc1N1CCOCC1	0	-7	3	0	-2	-4	-4	1	-2
O=C(OCC(O)CN1CCCCC1)C12CC3CC(CC(C3)C1)C2 (stereo not drawn)	-10	7	-2	1	5	-3	-5	-2	4
Cc1ccc(C(=O)NCCc2ccccc2)cc1N1CCCC1=O	-2	4	-2	0	18	-4	-3	-2	/
CCC(CO)NCc1ccccc1OC(C)C (stereo not drawn)	2	-7	4	0	-17	-12	-4	8	0
O=C(CCC(=O)N/N=C/c1ccco1)N/N=C/c1ccco1	-3	1	-4	2	-16	-9	-4	12	1
Cc1ccc(C(=O)NNCC(=O)Nc2ccc(Cl)cc2F)cc1	-1	1	15	1	-11	4	-2	13	0
CCOC(=O)COc1ccccc1-c1ccno1	-2	0	-1	1	-5	-5	-6	6	-1
Cn1cc(C(=O)N2CCN(C(=O)c3ccco3)CC2)c2c3ccccc3n(C)c2c1=O	2	-1	-2	4	16	2	-2	-10	3

(next part)
SMILES	CHRM5 agonist	CHRM5 PAM	CHRM5 antagonist	CHRM4 agonist	CHRM1 antagonist	CHRM4 antagonist	CHRM1 agonist	M1 PAM	TAAR1 ag
CCn1c(SCC(=O)N(C)C)nc2cc(S(=O)(=O)N3CCCCC3)ccc21	4	-2	2	0	3	1	0	5	2
COc1ccc(COCC(O)CN2CCC(C(N)=O)CC2)cc1 (stereo not drawn)	0	9	4	-1	-13	10	-5	7	0
O=C(NCCCCCNC(=O)c1ccco1)c1ccco1	-8	-4	-3	1	-10	-4	-2	7	0
Cc1ccc2ccc(C)[n+](CCCS(=O)(=O)[O-])c2c1	0	2	6	0	-8	3	-11	11	2
CC12C(=O)N(Cc3ccco3)C(=O)C1C1c3ccccc3C2c2ccccc21 (stereo not drawn)	-10	-11	5	0	10	-3	2	-7	-1
CCOC1=C2CN(S(=O)(=O)c3ccc(C)cc3)[C@H](c3ccccc3)C[C@H]2n2c(=O)n(-c3ccccc3)c(=O)n2C1	2	8	-8	0	-7	-14	2	8	2
CCOC(=O)c1c(NC(=O)c2c(C(=O)O)cccc2[N+](=O)[O-])sc2c1CCCC2	1	2	-4	0	-14	-7	-2	10	10
CC(=O)Nc1ccc(NC(=O)CCn2c(=O)oc3ccccc32)cc1	-1	0	7	0	6	-1	-1	1	/
Cc1oc(-c2ccc(Cl)cc2)nc1CN1CCC(C(=O)NCc2cccs2)CC1	-8	-1	-1	4	-7	6	-3	1	6
CC(C)(CNC(=O)C1CCCC1)CNC(=O)C1CCCC1	0	-6	1	0	2	1	-3	-2	7
CN(C)/C(CN1CCOCC1)=C1\N=C(c2ccccc2)OC1=O	1	0	-1	3	1	-5	-2	0	12
Cc1ccc(S(=O)(=O)N2CCOCC2)cc1NC(=O)c1ccncc1	-1	1	4	1	-19	2	1	15	2
O=C(Nc1ccn(Cc2ccccc2)n1)c1n[nH]c([N+](=O)[O-])c1Cl	-1	-7	-2	3	14	-9	-2	-11	1
C[C@H](CO)N1C[C@H](C)[C@@H](CN(C)Cc2ccc(Cl)c(Cl)c2)Oc2c(NC(=O)C3CC3)cccc2C1=O	0	-5	11	6	10	8	-7	-8	17
O=C(CCN1C(=O)COc2ccccc21)NCCCN1CCc2ccccc2C1	-4	2	-5	0	22	3	-15	-16	5
C[C@H](CO)N1C[C@H](C)[C@@H](CN(C)S(=O)(=O)c2ccc(F)cc2)Oc2c(NC(=O)NC3CCCCC3)cccc2C1=O	-1	-3	11	4	-10	9	-6	6	3
CC(=O)NC(C)c1cc(Cl)c2cccnc2c1O (stereo not drawn)	4	4	1	2	6	1	12	11	4
COCCNC(=O)COC(=O)c1[nH]c(C)c(C(C)=O)c1C	-3	-3	-7	0	-3	1	-2	7	4
O=C(NCc1ccc(Cl)c(Cl)c1)c1ccc2c(c1)OCO2	-4	1	-7	1	-5	-6	-3	2	2
O=C(CSc1nnc2c(n1)[nH]c1ccc(S(=O)(=O)N3CCOCC3)cc12)Nc1ccccc1Cl	-2	1	6	1	-7	-1	-2	9	5
CC(Sc1n[nH]c(-c2cccs2)n1)C(=O)Nc1ccc(C(N)=O)cc1 (stereo not drawn)	-3	-1	-3	2	-7	5	-3	10	6
COc1ccc(NC(=S)N2CCN(C(=O)c3ccccc3)CC2)cc1	-2	-4	-3	0	5	0	-8	0	-1
CN(C)CCNC(=O)C12CC3(C)CC(C)(CC(C)(C3)C1)C2	-11	5	-5	2	-7	-5	-4	3	7
Cc1oncc1-c1csc(-c2ccccc2)n1	-2	0	6	0	-5	3	-7	9	-1

Only part of the results is shown; the hit share may differ from the screen's.
